# a7 integrin act = activates integrin-mediated alleviation for muscular dystrophy; Potency, µM (titrated, usually from 38.3 µM), without a hit: top-dose activation, hits mostly activators; alpha7betagal myoblasts, beta-gal FDG fluorescence, 48 h; 0.064% of 350,000 active; AID 624291;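 also: potency is read from the fitted curve at half-maximal effect; 100% = response of the positive control SU9516; nearly all actives have a fitted effect of over 60% in size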
#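 Alpha7betagal+/- myoblasts (passage 13) were plated 16-24 hr, then exposed to compounds (1:260 dilution of DMSO stock) for 48 hours at 37C. After MPER lysis, β-galactosidase reporter activity was read as FDG fluorescence (ex 480/em 540) after 30 minutes.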
# PTAP TSG101 blk = blocks PTAP/TSG101 interaction to inhibit HIV-1 budding; 340,000 tested, under 10 active; Fluorescence polarization, FITC-PTAP peptide / Tsg101 binding; AID 493005; Q99816; Potency, µM (titrated, usually from 115 µM), for inactives: at the highest dose activity change, negative = inhibition, usual class: inhibitors; active = well fitted inhibition curve with a large enough effect in the main read-out, with a control signal flat, not every such curve was filed as active; inconclusive = small, poorly fitted or top-dose-only effect, or effect the other way, or a change in a side signal; inactive = no such curve, though single readings can be large or run the other way; also: potency is read from the fitted curve at half-maximal effect; % of control where 0% means no effect
#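 Fluorescence polarization binding of Tsg101 binding domain (10 uM final) to FITC-labeled PTAP peptide (50 nM final) in HEPES pH 7.5 buffer with NaCl, Tween 20, EDTA, TCEP. Compounds added before peptide; binding 20 min at RT.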
# BCR signal inh = blocks chronic active B-cell receptor signaling. ABC-DLBCL IkBa-CBG/CBR reporter, luminescence ratio, 4 h. Potency, µM (series often up to 46.1 µM), inactives show at the highest dose ratio change, negative = lower green/red ratio, usual class: inhibitors. 0.05% of 340,000 active; active = well fitted inhibition curve with a large enough effect in the signal ratio, with a control signal flat, not every such curve was filed as active; inconclusive = small, poorly fitted or top-dose-only effect, or effect the other way, or a change in a side signal; the % refers to the signal ratio;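 also: potency is read from the fitted curve at half-maximal effect; plate controls were basal doxycycline-induced cells for no effect and cells given 10 µM MG132 for full effect; MG132 reads +100%, hits lower the ratio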
#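 Concentration-response series (up to 46 uM) were applied to TMD8 dual-reporter cells for 4 h at 37C with doxycycline. Green/red ratio, after filter-overlap correction, defined %Activity; red signal alone was normalised to basal cells and zero luminescence.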
# Coupling enz = coupling enzyme interference in Giardia aldolase counter-screen; AID 2472; coupling enzyme system counterscreen, AmpLite Red fluorescence; 0.67% of 290,000 active; activity change, negative = inhibition, % at 58.2 µM, hits read low; in the data active = activity change below about -30%; also: % is scaled to controls: 0 for no effect and ±100 for the full control effect
#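 Compounds tested against the coupling enzymes alone at 57.5 uM final; readout was AmpLite Red fluorescence (525/598 nm) after 20 min at RT.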
# Tb PFK inh = T. brucei PFK enzyme inhibition. Potency, µM (series often up to 57.5 µM), inactives show at the highest dose activity, negative = inhibition, actives largely listed as inhibitors. 0.17% of 330,000 active. AID 485367. T. brucei PFK, ADP-Glo luminescence;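 also: potency is read from the fitted curve at half-maximal effect; 0% = uninhibited 1x PFK enzyme wells and -100% = no-enzyme wells; nearly all actives have a fitted effect of over 60% in size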
#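 In TEA buffer at pH 8.0 with 5 mM MgCl2, enzyme (1.25 nM) converted F6P (0.5 mM) and ATP (0.1 mM) for 45 min at room temperature. ADP product was read by luciferase luminescence.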
# Giardia kill = Giardia lamblia killing; Giardia lamblia trophozoite viability; activity change, % at 7.66 µM, hits read low; 0.15% of 340,000 active; in the data active = activity change below about -80%; inconclusive = between about -30% and that limit;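 also: parasites exposed to compound for two days anaerobically before the ATP read; % is scaled to controls: 0 for no effect and ±100 for the full control effect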
#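 Trophozoite viability was measured as ATP-dependent luminescence, read 15-30 min after reagent addition. Before that, parasites at 100 cells/well were exposed to compounds for 48 h, anaerobically, at 37 deg C.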
# PKM2 activator = PKM2 (human) enzyme activation; 0.34% of 260,000 active; Potency, µM (top dose mostly 57.5 µM), for the others: at the top dose activation, usual class: activators; purified PKM2, Kinase-Glo ATP luminescence, activation; response scale: 0% is enzyme alone, no compound; also: potency is read from the fitted curve at half-maximal effect; % is scaled to controls: 0 for no effect and ±100 for the full control effect; nearly all actives have a fitted effect of over 55% in size
# Target sequence (P14618 whole entry, looked up): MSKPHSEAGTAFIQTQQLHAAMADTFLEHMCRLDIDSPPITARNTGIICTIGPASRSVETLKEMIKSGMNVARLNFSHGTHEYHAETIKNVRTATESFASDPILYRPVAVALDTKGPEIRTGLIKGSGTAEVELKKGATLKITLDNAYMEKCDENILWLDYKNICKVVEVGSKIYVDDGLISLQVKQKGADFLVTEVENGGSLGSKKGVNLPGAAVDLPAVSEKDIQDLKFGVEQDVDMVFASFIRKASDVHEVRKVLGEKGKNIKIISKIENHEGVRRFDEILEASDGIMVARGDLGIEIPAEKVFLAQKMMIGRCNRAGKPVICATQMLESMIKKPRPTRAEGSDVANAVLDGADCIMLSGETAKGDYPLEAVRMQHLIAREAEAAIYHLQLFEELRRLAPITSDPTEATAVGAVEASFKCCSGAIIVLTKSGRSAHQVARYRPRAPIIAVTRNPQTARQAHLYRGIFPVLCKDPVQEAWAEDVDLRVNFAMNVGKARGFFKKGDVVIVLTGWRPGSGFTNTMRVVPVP
#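 Purified hPK-M2 (>95% pure) converted ADP (0.1 mM final) to ATP with 0.5 mM PEP in 50 mM imidazole pH7.2, KCl, MgCl2, Tween 20, BSA; 1 h at room temperature. ATP detected by Kinase-Glo luminescence.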
# GALK inhibitor = blocks human galactokinase activity; 0.007% of 270,000 active; AID 1868; Potency, µM (series often up to 57.5 µM), for inactives: top-dose activity change, negative = inhibition, actives largely listed as inhibitors; Purified GALK, Kinase-Glo residual ATP luminescence; P51570; also: potency is read from the fitted curve at half-maximal effect; % is scaled to controls: 0 for no effect and ±100 for the full control effect
#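 Galactose (100 uM) and ATP (35 uM) were turned over by 5 nM GALK for 1 h at RT. Kinase-Glo Plus then converted the remaining ATP into a luminescent signal.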
# S-ASM inh = human S-ASM enzyme inhibition; P17405; placental ASM, HMU-PC fluorogenic substrate, 60 min; Potency, µM (highest dose often 57.5 µM), for inactives: at the top dose activity change, negative = inhibition, actives largely listed as inhibitors; 0.006% of 340,000 active; also: potency is read from the fitted curve at half-maximal effect
# Target sequence (P17405 47-631 limits assumed): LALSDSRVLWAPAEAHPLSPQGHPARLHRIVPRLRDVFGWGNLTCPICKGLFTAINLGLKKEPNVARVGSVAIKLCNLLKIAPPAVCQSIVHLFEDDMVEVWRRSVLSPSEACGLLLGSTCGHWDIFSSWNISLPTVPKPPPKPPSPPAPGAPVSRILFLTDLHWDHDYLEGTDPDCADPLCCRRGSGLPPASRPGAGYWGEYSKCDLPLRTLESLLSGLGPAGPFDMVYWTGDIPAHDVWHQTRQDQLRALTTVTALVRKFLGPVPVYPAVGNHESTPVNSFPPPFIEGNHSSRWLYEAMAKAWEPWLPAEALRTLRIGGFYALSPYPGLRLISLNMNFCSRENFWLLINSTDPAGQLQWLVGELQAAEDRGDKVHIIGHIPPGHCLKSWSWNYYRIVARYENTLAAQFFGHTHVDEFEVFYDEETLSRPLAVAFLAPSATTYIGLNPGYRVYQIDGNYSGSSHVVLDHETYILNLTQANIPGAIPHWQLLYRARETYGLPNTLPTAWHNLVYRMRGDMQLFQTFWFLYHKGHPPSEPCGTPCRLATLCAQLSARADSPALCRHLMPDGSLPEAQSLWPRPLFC
#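 Fluorogenic HMU-PC substrate (9 uM final) is turned over by placental ASM in 60 min at 37 C after a 10 min compound preincubation. Reaction ended by alkaline stop (pH 10), with fluorescence read at 386/447 nm.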
# Menin MLL FP TR = displaces Texas Red mutant MLL peptide from human menin | O00255 | Menin + Texas Red MLL mutant peptide, fluorescence polarization | Potency, µM (titrated, usually from 61.6 µM), for inactives: top-dose FP activity change, negative = inhibition, hits mostly inhibitors | 0.23% of 270,000 active | AID 1768; active = well fitted inhibition curve with a large enough effect in the polarisation, with a control signal flat, not every such curve was filed as active; inconclusive = small, poorly fitted or top-dose-only effect, or effect the other way, or a change in a side signal; inactive = no such curve, though single readings can be large or run the other way; the % refers to the polarisation; also: potency is read from the fitted curve at half-maximal effect; % of control where 0% means no effect; many of its hits are not listed in these tables
# B2AR arrestin = agonists driving beta-arrestin recruitment to human beta2-adrenergic receptor. Potency, µM (top dose mostly 46.1 µM), for the others: at the highest dose activation, most hits filed as activators. 0.02% of 330,000 active. beta-arrestin recruitment to beta2AR, cell-based reporter. AID 492947;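 also: potency is read from the fitted curve at half-maximal effect; 0% = DMSO controls and full agonism = EC100 isoproterenol or metaproterenol; nearly all actives have a fitted effect of over 65% in size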
# Active calls of the source: *; ? = inconclusive; · = no result given; & = joins results of further samples; [ ] = another dose, or the depositor's remark. Unless noted, calls follow the shape of the dose curve; as a rule, active = well fitted curve in the direction sought with a large enough effect; inconclusive = small, poorly fitted or top-dose-only effect, or another doubt; inactive = no such curve, though single readings can be large; an effect the other way counts as inactive or inconclusive. Not all compounds are listed; the hit share may differ from the screen's.
# Each structure is followed by: a7 integrin act, PTAP TSG101 blk, BCR signal inh, Coupling enz, Tb PFK inh, Giardia kill, PKM2 activator, GALK inhibitor, S-ASM inh, Menin MLL FP TR, B2AR arrestin
Cc1nn(C2CCS(=O)(=O)C2)c(C)c1CN(C)C(=O)c1ccc(S(=O)(=O)N(C)C)cc1 (stereo not drawn)
→ -24%, -4%, 1%, ·, 0%, -13, ·, ·, 3%, ·, 0.4%
CC12CCC(C(=O)NC3CCCC3)(CC1=O)C2(C)C (stereo not drawn)
→ 1%, -2%, 0%, -1, 14%, -11, 3%, -7%, 5%, -12%, -0.2%
C[C@@H]1C[C@H]2[C@@H]3C[C@H](F)C4=CC(=O)C=C[C@]4(C)[C@@]3(Cl)[C@@H](O)C[C@]2(C)[C@H]1C(=O)COC(=O)C(C)(C)C
→ ·, 2%, ?, ·, -9%, 2, ·, ·, -1%, ·, -0.1%
Cc1ccc(C(=O)COC(=O)c2c(C)cc(=O)oc2C)cc1[N+](=O)[O-]
→ -7%, -2%, ?, -13, 1%, 21, 0%, 1%, 0%, -15%, -2.0%
CS(=O)(=O)Oc1ccc(Br)c2cccnc12
→ -22%, -6%, -3%, -6, 3%, -9, -4%, 2%, 0%, 16%, -1.0%
CCOc1ccc(NC(=O)CC2C(=O)N(CC)C(=S)N2NC(=O)c2ccncc2)cc1 (stereo not drawn)
→ 24%, 2%, -2%, 0, 1%, 8, 5%, 1%, 5%, ·, 3.2%
CCCNC(=O)NC(=O)CSc1nncs1
→ 9%, 1%, 3%, -2, -4%, 10, -12%, 9%, -2%, 6%, -0.1%
COc1ccccc1C(=O)Nc1nnn(C)n1
→ 1%, -8%, -1%, 2, -1%, -6, 3%, 3%, 8%, -2%, 0.3%
CN(C)S(=O)(=O)c1ccc(N2CCCC2)c(C(=O)Nc2ccccc2F)c1
→ -9%, 0%, 3%, ·, 0%, -14, ·, ·, 6%, ·, -0.5%
Cc1cc(Cl)ccc1C(=O)C1CCCN(C(=O)c2cnn(C(C)C)c2)C1 (stereo not drawn)
→ -39%, -3%, -3%, ·, 2%, -14, ·, -2%, -1%, ·, -1.1%
COc1ccc(-c2[nH]ncc2N=Nc2ccccc2)cc1
→ 13%, -1%, ?, -2, 1%, -10, 0%, 0%, -18%, ?, 0.0%
O=C(/C=C/c1ccccc1)NC(=S)NNC(=O)c1cccnc1
→ -12%, -8%, ?, 0, -4%, 11, -5%, -1%, 0%, 9%, 0.0%
O=C(O)c1ccc(-n2nc(C(F)(F)F)cc2-c2cccs2)cc1
→ -21%, -28%, 6%, 18, -1%, -25, ·, -1%, 13%, 12%, 1.1%
O=C(Oc1ccc(-c2ccccc2)cc1)C1C2CCCCC21 (stereo not drawn)
→ 2%, 0%, ?, 2, 0%, -17, -2%, ·, 6%, 9%, -0.8%
Cc1ccc(Cn2nc(C)c(NC(=O)C3(C)CC3(Br)Br)c2C)cc1 (stereo not drawn)
→ 3%, -2%, 11%, 3, 0%, 3, 18%, 0%, 3%, 14%, -1.1%
Cc1ccc(N2CC(C(=O)Nc3ccc4c(c3)OCO4)CC2=O)cc1C (stereo not drawn)
→ -2%, 0%, 4%, 0, -1%, -14, -9%, -3%, -2%, -8%, -0.3%
OC1(c2cccc(C(F)(F)F)c2)CCN(c2ncnc3c2[nH]c2ccccc23)CC1
→ -38%, -5%, 2%, 12, 3%, 13, 0%, 0%, -5%, 9%, -0.5%
COc1cc(C2NC(=O)C(C#N)=C(S)N2c2ccccc2)ccc1OC(C)C (stereo not drawn)
→ -35%, -7%, ?, 8, -2%, -2, -6%, -1%, -2%, 10%, 0.4%
CCOC(=O)N1CCN(C(=O)c2ccc(N3CCCC3=O)cc2)CC1
→ 8%, -1%, -5%, 4, 2%, 7, 2%, -3%, 0%, 16%, -0.7%
Cc1[nH]ncc1-c1ccccc1Cl
→ 11%, -1%, -16%, -4, 6%, 8, 2%, -2%, -1%, ·, -0.7%

# The list goes on.
structure,a7 integrin act,PTAP TSG101 blk,BCR signal inh,Coupling enz,Tb PFK inh,Giardia kill,PKM2 activator,GALK inhibitor,S-ASM inh,Menin MLL FP TR,B2AR arrestin
COC(=O)C1=C(C)NC(c2c(O)ccc3ccccc23)C(C(=O)OC)=C1C (stereo not drawn),-42%,-2%,-3%,0,-7%,-7,2%,·,7%,1%,-2.7%
c1ccc(C[C@H]2CNCCN2CCC23CC4CC(CC(C4)C2)C3)cc1,-49%[inhibitor],-3%,?,·,2%,-6,·,·,0%,·,-0.2%
O=C(CCCOc1ccccc1)N1CCc2ccccc2C1,0%,-1%,?,-11,-1%,10,10%,-1%,0%,-13%,-0.3%
COc1cccc(/C=C2\SC(=O)N(CC(=O)NC3C=CS(=O)(=O)C3)C2=O)c1 (stereo not drawn),-59%[inhibitor],1%,?,·,2%,-11,·,4%,3%,·,-0.6%
CCN(CC(=O)Nc1c(F)cccc1F)C(=O)c1ccc2ccccc2n1,29%,1%,-17%,·,-3%,-17,·,·,7%,·,0.0%
CCOc1ccccc1OCCC(=O)NNC(=O)Cn1nc(C)cc1C,12%,-4%,-3%,·,-3%,1,·,·,-1%,·,0.0%
COC(=O)c1ccc(NC(=O)CCc2nnc3ccc(NCc4ccco4)nn23)cc1,-39%,-10%,-7%,-2,?,8,-1%,8%,0%,29%,0.3%
C=CCn1c(SCC(=O)Nc2ccc(S(N)(=O)=O)cc2)nnc1-c1cnccn1,13%,-4%,0%,·,13%,5,·,-3%,0%,·,0.1%

# Quoted from the listing:
# Tb PFK inh result of O=C(Oc1ccc(-c2ccccc2)cc1)C1C2CCCCC21 (stereo not drawn) is entered as 0%
# S-ASM inh result of CN(C)S(=O)(=O)c1ccc(N2CCCC2)c(C(=O)Nc2ccccc2F)c1 is entered as 6%

# (listing goes on)
structure,a7 integrin act,PTAP TSG101 blk,BCR signal inh,Coupling enz,Tb PFK inh,Giardia kill,PKM2 activator,GALK inhibitor,S-ASM inh,Menin MLL FP TR,B2AR arrestin
Cc1ccn2cc(-c3cccc(NC(=O)c4cccs4)c3)nc2c1,-15%,-4%,-14%,0,-4%,6,-2%,11%,-2%,-18%,0.2%
COc1ccc([C@@H]2CC=C(C(=O)O)[C@H](c3ccccc3F)N2S(=O)(=O)c2ccccc2C)cc1,-22%,-7%,3%,·,0%,-9,·,·,0%,·,-0.3%
C=CCn1c(-c2c[nH]c3ccccc23)n[nH]c1=S,-3%,-8%,-7%,-2,-6%,-4,-7%,1%,-2%,0%,0.1%
CCOc1ccc2[nH]c(=O)c(CN(CCc3ccccc3)C(=O)N3CCCC3)cc2c1,-3%,-4%,14%,·,0%,21,-2%,-3%,6%,?,-0.3%
CCc1ccccc1OCCCCN1CCCC1,-46%[inhibitor],-5%,-1%,0,-1%,-12,6%,2%,3%,-17%,0.0%
O=C(CSc1ncnc2c1cnn2-c1ccccc1)NC1CCCC1,-5%,-1%,9%,·,0%,7,·,·,-2%,·,-1.2%
CN(C)CCCCNCCCNC(=O)/C=N\O,14%,-7%,?,4,-1%,1,-1%,1%,-1%,5%,0.2%
CCCC12CN3CCN(CC(C3)/C1=N\NC(=O)c1ccc(C(C)(C)C)cc1)C2,-5%,-2%,-5%,4,-3%,-5,0%,-1%,4%,1%,3.5%
CCN1C(=NCc2ccco2)N[C@@H](c2cccc(F)c2)C(C(=O)OC)=C1C,17%,1%,?,-3&-2,3%&-3%,-11,0%&-4%,·,9%,-24%&0%,-0.8%&3.2%
CN(CC(=O)O)S(=O)(=O)c1cccs1,27%,-2%,-4%,-10,1%,4,-11%,3%,-3%,0%,-0.8%
CC1CCCC(C)N1C(=O)COC(=O)C1CCN(S(=O)(=O)c2c(Cl)cccc2Cl)CC1 (stereo not drawn),-13%,-1%,?,·,-2%,14,·,·,-1%,·,4.3%

# Compound profiles, as listed above. Order of values: a7 integrin act | PTAP TSG101 blk | BCR signal inh | Coupling enz | Tb PFK inh | Giardia kill | PKM2 activator | GALK inhibitor | S-ASM inh | Menin MLL FP TR | B2AR arrestin
# Shown for COc1ccccc1C(=O)Nc1nnn(C)n1 : 1% | -8% | -1% | 2 | -1% | -6 | 3% | 3% | 8% | -2% | 0.3%
# Shown for CCOc1ccc2[nH]c(=O)c(CN(CCc3ccccc3)C(=O)N3CCCC3)cc2c1 : -3% | -4% | 14% | · | 0% | 21 | -2% | -3% | 6% | ? | -0.3%
